EPAC2 agonist: qHTS for Agonist of cAMP-regulated guanine nucleotide exchange factor 4 (EPAC2): primary screen | EPAC2 activation, biochemical qHTS; response scale: 100% = 6.5 mM cAMP response | Potency, µM (doses to about 154 µM), for inactives: at the highest dose activation, actives largely listed as activators | Rap guanine nucleotide exchange factor 4 (Homo sapiens), Q8WZA2 | hit rate 0.079% among 360,000 | AID 720711, 2013; also: potency is read from the fitted curve at half-maximal effect; nearly all actives have a fitted effect of over 50% in size
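EPAC2 (100 nM) mixed with Rap1B loaded with BODIPY-GDP (250 nM) plus 50 uM unlabeled GDP; compounds pinned in, 5 min RT, then read every 5 min for 30 min (ex 480, em 540 nm). Normalized to cAMP control.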
D3 antag: qHTS of D3 Dopamine Receptor Antagonist: qHTS | D(3) dopamine receptor (Homo sapiens), P35462 | D3R cells, DiscoveRx beta-arrestin luminescence, antagonist mode; active compounds read low | max response, negative = inhibition, % | hit rate 2.5% among 360,000 | AID 652054, 2013; in the data active = max response below about -50%; inconclusive = no clear call, values can overlap the other calls; also: % is scaled to controls: 0 for no effect and ±100 for the full control effect; mostly tested at two doses, the higher about 12 µM
Target sequence (P35462 whole entry, looked up): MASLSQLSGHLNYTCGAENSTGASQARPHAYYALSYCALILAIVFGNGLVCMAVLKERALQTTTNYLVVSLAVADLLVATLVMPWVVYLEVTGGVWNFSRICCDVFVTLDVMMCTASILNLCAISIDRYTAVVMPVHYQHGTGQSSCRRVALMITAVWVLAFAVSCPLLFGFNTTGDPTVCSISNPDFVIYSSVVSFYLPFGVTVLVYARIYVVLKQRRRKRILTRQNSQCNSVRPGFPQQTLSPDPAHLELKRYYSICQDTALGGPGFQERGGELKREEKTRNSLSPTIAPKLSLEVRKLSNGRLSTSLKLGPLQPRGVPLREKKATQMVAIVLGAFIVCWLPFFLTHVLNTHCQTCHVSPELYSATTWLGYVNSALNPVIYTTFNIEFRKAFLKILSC
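Cells plated overnight at 1500 cells/well, then exposed to library compounds with dopamine controls for 90 minutes at 37 degrees C. DiscoveRx reagent added for 30–60 minutes at room temperature; luminescence read, quantitative HTS format.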
aSyn yeast inh: qHTS of alpha-syn Inhibitors | Yeast expressing alpha-synuclein, growth rescue, BacTiter-Glo, 24 h | Potency, µM (highest dose often 46.1 µM), inactives show at the top dose growth rescue (activation), actives largely listed as activators | hit rate 0.14% among 370,000 | AID 652106, 2013; also: potency is read from the fitted curve at half-maximal effect; % of control where 0% means no effect; nearly all actives have a fitted effect of over 65% in size
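Readout is rescue of growth in alpha-synuclein-expressing yeast, so inhibitors of toxicity appear as activators. Growth after 24 hr at 30 deg C in galactose medium is quantified by luminescence.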
TDP43 rescue: qHTS of TDP-43 Inhibitors | TDP-43 expressing yeast growth rescue, BacTiter-Glo, 24 h | hit rate 1.8% among 410,000 | Potency, µM (series often up to 46.1 µM), for inactives: top-dose growth rescue (activation), usual class: activators; also: potency is read from the fitted curve at half-maximal effect; % of control where 0% means no effect; nearly all actives have a fitted effect of over 50% in size
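Cell-based yeast growth screen: TDP-43 expression induced in galactose, inoculum OD600=0.02 after raffinose pregrowth to mid-log. Read-out BacTiter-Glo luminescence at 24 hr, 30 deg C; inhibition of toxicity seen as signal increase.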
FUS suppressor: qHTS for Suppressors of FUS Proteinopathy: Primary screen using FUS-linked yeast assay. S. cerevisiae FUS-expressing, growth rescue, OD600, 24 h. Potency, µM (top dose mostly 76.6 µM), for inactives: at the highest dose growth rescue (activation), hits mostly activators. hit rate 0.24% among 390,000;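 also: potency is read from the fitted curve at half-maximal effect; plate controls were DMSO vehicle for no effect and reference control for full effect; nearly all actives have a fitted effect of over 55% in size; some results filed as inactive show a strong effect at the top dose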
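Restored growth of FUS-toxic S. cerevisiae, read as 600 nm absorbance after 24 h at 30C in galactose medium (starting OD 0.005). Controls CP55940 and DMSO.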
D3 ag: qHTS of D3 Dopamine Receptor Agonist: qHTS; D(3) dopamine receptor (Homo sapiens), P35462; D3R DiscoveRx beta-arrestin cells, luminescence, 90 min; max activation, %; hit rate 0.58% among 410,000; in the data active = max activation above about 30%; also: 0% is about no effect; mostly tested at two doses, the higher about 12 µM
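Agonist mode: compounds and dopamine controls were applied to plated cells for 90 min at 37 degrees C after an overnight attachment at 1500 cells/well. Luminescent read-out followed 30 - 60 minutes at room temperature with DiscoveRx detection reagent.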
EPAC2 antagonist: qHTS for Antagonist of cAMP-regulated guanine nucleotide exchange factor 2 (EPAC2): primary screen | Rap guanine nucleotide exchange factor 4 (Homo sapiens), Q8WZA2 | EPAC2 GEF exchange of Rap1B-BODIPY-GDP, fluorescence | Potency, µM (highest dose often 114 µM), without a hit: at the top dose activity, negative = inhibition, usual class: inhibitors | hit rate 0.18% among 360,000 | AID 720708, 2013; also: potency is read from the fitted curve at half-maximal effect; % is scaled to controls: 0 for no effect and ±100 for the full control effect; nearly all actives have a fitted effect of over 45% in size; many of its hits are not listed in these tables
Abeta rescue: qHTS for compounds that reverse cellular toxicity of Amyloid beta (A-beta) peptide in yeast: Primary Screen; yeast expressing A-beta42, growth rescue, OD600, 48 h; response scale: 0% DMSO, 100% iron-clioquinol control; Potency, µM (titrated, usually from 46.1 µM), without a hit: at the highest dose growth rescue, most hits filed as activators; hit rate 0.063% among 410,000; AID 1347071, 2019; also: potency is read from the fitted curve at half-maximal effect; nearly all actives have a fitted effect of over 55% in size
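Yeast growth medium received pinned compounds, then yeast cells expressing toxic A-beta were added; plates incubated at 30 C for 48 hr. Growth read as absorbance at 600 nm, normalized to DMSO and equimolar FeCl3 plus clioquinol controls.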
Starred values were filed as active, the others as inactive; ? = inconclusive; · = not tested or not shown; [ ] = remark or other dose. Unless noted, calls follow the shape of the dose curve; as a rule, active = well fitted curve in the direction sought with a large enough effect; inconclusive = small, poorly fitted or top-dose-only effect, or another doubt; inactive = no such curve, though single readings can be large; an effect the other way counts as inactive or inconclusive.

SMILES	EPAC2 agonist	D3 antag	aSyn yeast inh	TDP43 rescue	FUS suppressor	D3 ag	EPAC2 antagonist	Abeta rescue
O=C1NC[C@H](Cc2ccccc2)N(C[C@@H]2CCCN2C[C@H](Cc2ccccc2)N2C[C@H](Cc3ccccc3)N(CCc3ccccc3)C(=O)C2=O)C1=O	0%	3	9%	16%	40%	-18	-18%	-7%
CCOC(=O)CC1C(=O)NCCN1C(=O)c1c(Cl)cccc1Cl (stereo not given)	0%	0	4%	7%	-3%	-7	2%	13%
CN1CCc2c(sc3nc(SCC(=O)N4CCCCC4)n(-c4ccccc4)c(=O)c23)C1	-2%	-6	5.6µM*	-12%	36%	2	0%	-9%
O=C(NCc1ccccc1)C(c1ccccc1)n1c(C2CC2)nc2ccccc21 (stereo not given)	12%	-16	-13%	-20%	13%	-10	0%	-24%
O=C(CCc1ccccc1)NC(NC(=S)Nc1ccc(Br)cc1)C(Cl)(Cl)Cl (stereo not given)	-4%	-91*	-9%	-16%	10%	-14	-3%	-3%
CCOc1ccc(CC(=O)NC2CCN(Cc3ccccc3)CC2)cc1	8%	-13	2%	2%	-3%	-16	0%	-8%
Cc1cc(N2CCOCC2)nc2cc(O)ccc12	1%	-11	-4%	22%	-16%	6	12%	-4%
CCOC(=O)c1cnc2ccc(OC)cc2c1NCc1ccccc1	8%	?	-10%	10%	·	14	-1%	-7%
COc1ccc(NC(=O)c2cc3ccccc3o/c2=N\NS(=O)(=O)c2ccc(C)cc2)cc1	3%	-11	-4%	4%	-11%	-9	8%	·
COc1ccc(C(=O)OCC(=O)NC2CC2)cc1S(=O)(=O)N1CCOCC1	5%	3	-8%	-20%	12%	8	1%	-4%
N#C/C(=C\c1ccc(/C=C(/C#N)c2nn(CCO)c(N)c2C#N)cc1)c1nn(CCO)c(N)c1C#N	4%	-7	1%	-3%	·	-7	-1%	-2%
COc1ccc2sc(-c3ccc(SC)cc3)c(C#CCO)c2c1	10%	112	-18%	1%	15%	62*	-19%	-8%
CCOC(=O)c1c(S(=O)(=O)NCC(=O)Nc2cccc(C)c2)c(C)n(C)c1C	2%	4	1%	0%	11%	1	0%	1%
O=c1c2[nH]c3ccccc3c2ncn1Cc1cccnc1	1%	15	-10%	3%	11%	-2	8%	-3%
COc1cc(NC(=O)Nc2ccc3c(c2)OCO3)cc(OC)c1OC	9%	2	2%	2%	-5%	-4	5%	-2%
CC(C)c1ccc(S(=O)(=O)c2nnn3c2nc(N2CCOCC2)c2sccc23)cc1	·	·	·	-9%	-7%	5	·	-7%
CCOC(=O)c1sc(NC(=O)c2ccc(OC(C)=O)cc2)nc1C	1%	-5	5%	-2%	-13%	-1	-1%	-14%
O=C(Nc1ccc2nc3n(c(=O)c2c1)CCCC3)c1ccccc1[N+](=O)[O-]	14%	-24	-9%	6%	10%	0	-4%	-3%
Cc1ccc(CN2C(=O)C3CCCN3c3ncccc32)cc1 (stereo not given)	7%	23	4%	4%	22%	-4	-1%	-3%
Cc1ccc([N+](=O)[O-])cc1N=C1C(=O)Nc2ccccc21	3%	15	-3%	-22%	-11%	-2	12%	-6%
O=C(OCCCOC(=O)c1cc[n+]([O-])cc1)c1cc[n+]([O-])cc1	8%	12	6%	2%	-11%	-6	-4%	1%
CN1C(=O)SC(Nc2ccccc2)C1=O (stereo not given)	7%	-7	0%	7%	-12%	0	2%	3%
COC(=O)c1cc(=O)cc(C(=O)OC)o1	10%	-7	1%	7%	8%	-3	-3%	-11%
COc1cccc(NC(=O)CN(C)C(=O)c2oc3c(ccc4ccccc43)c2C)c1	20%	-10	-4%	-15%	21%	-2	-16%	4%
Cc1ccc(NC(=O)Nc2ccc(Cl)c(Cl)c2)nc1	0%	-9	0%	0%	14%	-11	13%	-10%

A run of entries from further up, as a working copy:
SMILES	EPAC2 agonist	D3 antag	aSyn yeast inh	TDP43 rescue	FUS suppressor	D3 ag	EPAC2 antagonist	Abeta rescue
COc1cccc(NC(=O)CN(C)C(=O)c2oc3c(ccc4ccccc43)c2C)c1	20%	-10	-4%	-15%	21%	-2	-16%	4%
Cc1ccc(NC(=O)Nc2ccc(Cl)c(Cl)c2)nc1	0%	-9	0%	0%	14%	-11	13%	-10%

Other compounds.
SMILES	EPAC2 agonist	D3 antag	aSyn yeast inh	TDP43 rescue	FUS suppressor	D3 ag	EPAC2 antagonist	Abeta rescue
COC(=O)c1ccccc1C(=O)N1CCC(CCC(=O)NC2CC2)CC1	-2%	-7	-11%	7%	17%	0	1%	-9%
CC1CCN(C(=O)C2CCN(S(=O)(=O)c3cccc4nonc34)CC2)CC1	14%	-3	4%	-22%	11%	-7	6%	-18%
COc1cc(CCCN2C(=O)C(=O)NC[C@@H]2C(C)O)cc(OC)c1OC (stereo not given in full)	4%	-10	-1%	?	-24%	5	12%	-2%
CC(C)N(Cc1ccccc1)C(=O)c1cc2ccc3cccnc3c2[nH]1	·	·	·	22µM*	38%	5	·	0%
CCOc1ccc(CN(C)C(=O)CCc2ccc(S(=O)(=O)N3CCCCCC3)cc2)cc1	16%	-4	2%	?	?	-1	-6%	-6%
COc1cccc(C(C)NC(=O)c2ccncc2)c1 (stereo not given)	3%	15	-8%	0%	-10%	2	-2%	-3%
CCCc1nc2ccc(C)cn2c1Cc1ccccc1OC	4%	-3	5%	4%	-15%	3	-20%	-2%
O=C(COC(=O)CCc1c[nH]c2ccccc12)NCc1ccccc1	-5%	13	1%	-4%	1%	3	1%	-3%
CCOc1c(Br)cc(C2CC(=O)Nc3cc(OC)c(OC)cc32)cc1OC (stereo not given)	8%	-20	0%	18%	13%	1	-7%	6%
O=C(Cc1ccc([N+](=O)[O-])cc1)N/N=C/c1cccnc1	-5%	12	-4%	-6%	-23%	0	8%	-12%
COc1ccc(C2(c3ccc(OC)cc3)NC(=O)N(Cn3nnc4ccccc4c3=O)C2=O)cc1	5%	1	3%	11%	17%	0	-8%	-5%
CC(C)(C)c1cc(NC(=O)NN2CCOCC2)nn1-c1c(Cl)cc(Cl)cc1Cl	4%	-11	-1%	0%	13%	3	0%	13%
COC(=O)Cc1n[nH]c(=S)[nH]c1=O	-2%	-12	-11%	-14%	24%	7	0%	9%
COc1ccc(-c2cc(C(=O)Oc3ccc(C)c(C)c3)c3ccccc3n2)cc1	·	·	·	6%	21%	-10	·	1%
COc1cc(/C=C/C(=O)c2ccc(Cl)s2)cc(OC)c1O	0%	?	-1%	?	26%	-46	-12%	-9%
CCc1ccc2oc(C(=O)NCc3ccncc3)c(C)c2c1	-4%	30	-9%	0%	11%	0	2%	?
CCc1ccc(OCc2cccc(C(=O)N/N=C\c3cnn(C)c3C)c2)cc1	0%	-1	-16%	6%	13%	1	-17%	-1%
Cc1ccc(S(=O)(=O)N2CCC(=O)N([C@H](COCc3ccc(C(F)(F)F)cc3)Cc3ccccc3)CC2)cc1	-13%	5	2%	9%	36%	5	-15%	?
COc1ccc(CN(C)C(=O)/C=C/c2ccc(S(=O)(=O)N3CCCCCC3)cc2)cc1	-2%	34	2%	?	·	4	-7%	5%
Nc1nc(SCC(=O)NC2CCCCCC2)[nH]c(=O)c1-c1ccccc1	10%	4	-6%	-16%	18%	6	2%	7%
COC1=CC(=O)C=C(OC)C1=O	2%	-121*	11%	15%	-38%	-93	-8%	-30%
O=S(=O)(c1ccccc1)N1CCCCC1CCc1ccccc1 (stereo not given)	4%	-11	11%	34%	-3%	1	-4%	10%
CCOc1cc(C)c(C(C)C)cc1S(=O)(=O)n1cnc(C)c1	4%	0	10%	-8%	33%	17	-30%	16%
N#Cc1ccccc1OCC(=O)NNC(=O)CNC(=O)c1ccc(Br)o1	7%	0	1%	-6%	-8%	5	-5%	-5%
COc1ccc(OC)c(C2c3c(oc4ccccc4c3=O)C(=O)N2CCCN(C)C)c1 (stereo not given)	-3%	0	1%	3%	-3%	-2	0%	2%
COc1cccc(CNc2ncc(-c3ccc(Br)cc3)n2C)c1	·	·	·	-7%	17%	-43	·	-23%
CC(=NNC(=S)Nc1cccc(C)c1)c1ccccn1	10%	-20	1%	-31%[inhibitor]	·	-5	2%	-30%[inhibitor]
CCN(CC)NC(=O)Nc1ccccc1	11%	-15	-3%	-15%	10%	-11	3%	2%
Cc1ccccc1N1CCN(C(=O)C2CCC(=O)N(C3CCCC3)C2)CC1 (stereo not given)	8%	10	0%	-3%	-4%	6	-2%	4%

Some of the entries above, reformatted:
COc1cc(CCCN2C(=O)C(=O)NC[C@@H]2C(C)O)cc(OC)c1OC (stereo not given in full)
  EPAC2 agonist: 4%
  D3 antag: -10
  aSyn yeast inh: -1%
  TDP43 rescue: ?
  FUS suppressor: -24%
  D3 ag: 5
  EPAC2 antagonist: 12%
  Abeta rescue: -2%

CC(C)N(Cc1ccccc1)C(=O)c1cc2ccc3cccnc3c2[nH]1
  EPAC2 agonist: ·
  D3 antag: ·
  aSyn yeast inh: ·
  TDP43 rescue: 22µM*
  FUS suppressor: 38%
  D3 ag: 5
  EPAC2 antagonist: ·
  Abeta rescue: 0%

CCOc1ccc(CN(C)C(=O)CCc2ccc(S(=O)(=O)N3CCCCCC3)cc2)cc1
  EPAC2 agonist: 16%
  D3 antag: -4
  aSyn yeast inh: 2%
  TDP43 rescue: ?
  FUS suppressor: ?
  D3 ag: -1
  EPAC2 antagonist: -6%
  Abeta rescue: -6%

COc1cccc(C(C)NC(=O)c2ccncc2)c1 (stereo not given)
  EPAC2 agonist: 3%
  D3 antag: 15
  aSyn yeast inh: -8%
  TDP43 rescue: 0%
  FUS suppressor: -10%
  D3 ag: 2
  EPAC2 antagonist: -2%
  Abeta rescue: -3%

High-throughput results (PubChem)

Only part of the results is shown, so the mix of outcomes need not match the whole.
